Screening data deposited in PubChem by National Center for Advancing Translational Sciences (NCATS).
HTT ATP protect: cytoprotection in Huntington HTT-Q103 PC12 cell model. PC12 HTT-Q103 induced, cytoprotection, ATP luminescence, 40 h. Potency, µM (highest dose often 56.4 µM), for the others: cytoprotection (ATP increase), most hits filed as activators. hit rate 0.14% among 230,000;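 also: % of control where 0% means no effect; nearly all actives have a fitted effect of over 45% in size; toxic huntingtin expression switched on by the ecdysone agonist tebufenozide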
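Readout: ATPlite luminescence (ATP level). Model: stable PC12, inducible Htt exon1 Q103-GFP. Inducer: tebufenozide, 100 nM final. Compounds: dose series. No G418 in medium.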
HttQ103 aggreg: inhibitors of mutant huntingtin aggregate formation in PC12 cells; hit rate 1.1% among 220,000; PC12 HttQ103-GFP aggregates, Acumen cytometry, 40 h; Potency, µM (doses to about 46.1 µM), for the others: at the top dose activity change, negative = inhibition, actives largely listed as inhibitors; also: % is scaled to controls: 0 for no effect and ±100 for the full control effect; nearly all actives have a fitted effect of over 60% in size
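Inducible Q103 Huntingtin exon 1–GFP PC12 line, 1500 cells/well in phenol red free DMEM with 5% equine and 5% calf serum. Tebufenozide 100 nM induced expression; compounds titrated; aggregates quantified by cytometry.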
Tau ThT inhib: tau fibrillization inhibition (ThT binding) | Potency, µM (series often up to 57.4 µM), for inactives: at the top dose activity, negative = inhibition, most hits filed as inhibitors | hit rate 2.1% among 270,000 | recombinant tau K18 P301L, heparin-induced fibrillization, ThT fluorescence; also: % is scaled to controls: 0 for no effect and ±100 for the full control effect; nearly all actives have a fitted effect of over 55% in size
Target sequence (P10636 561-689 P618L limits assumed): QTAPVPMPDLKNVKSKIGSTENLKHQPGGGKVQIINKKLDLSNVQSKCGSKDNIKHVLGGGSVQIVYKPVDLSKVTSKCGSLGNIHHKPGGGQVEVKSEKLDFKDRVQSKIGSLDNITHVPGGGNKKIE
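ThT emission at 510 nm, taken 1 hr after adding 30 uM dye, quantifies aggregates formed when 20 uM heparin acts on human tau K18 P301L for 6 hr at 37 C.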
JMJD2E inh: inhibitors of human JMJD2E histone demethylase | B2RXH2 | JMJD2E catalytic domain, FDH-coupled NADH fluorescence (FDH is formaldehyde dehydrogenase) | Potency, µM (highest dose often 57.1 µM), without a hit: top-dose activity change, negative = inhibition, actives largely listed as inhibitors | hit rate 1.6% among 230,000 | AID 2147; active = well fitted inhibition curve with a large enough effect, not every such curve was filed as active; inconclusive = small, poorly fitted or top-dose-only effect, or another doubt; inactive = no such curve, though single readings can be large or run the other way;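 also: 0% = wells with enzyme and -100% = buffer wells without enzyme; nearly all actives have a fitted effect of over 50% in size; many of its hits are not listed in these tables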
Target sequence (B2RXH2 1-337 limits assumed): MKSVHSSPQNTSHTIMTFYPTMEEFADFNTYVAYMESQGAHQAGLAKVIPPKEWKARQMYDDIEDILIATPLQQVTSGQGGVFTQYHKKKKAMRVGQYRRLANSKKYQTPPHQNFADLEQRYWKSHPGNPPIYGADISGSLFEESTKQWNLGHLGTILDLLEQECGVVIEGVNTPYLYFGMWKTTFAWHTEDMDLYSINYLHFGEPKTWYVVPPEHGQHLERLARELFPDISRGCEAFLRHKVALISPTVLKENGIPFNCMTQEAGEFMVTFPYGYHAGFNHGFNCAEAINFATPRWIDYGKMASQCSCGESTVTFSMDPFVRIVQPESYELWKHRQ
Tau FP inhib: blocks human tau fibril formation measured by polarization; AID 1468; P10636; K18 P301L tau heparin fibrillization, Alexa594 FP, 6 h; Potency, µM (doses to about 57.7 µM), for inactives: at the highest dose activity, negative = inhibition, actives largely listed as inhibitors; hit rate 0.39% among 280,000; also: % is scaled to controls: 0 for no effect and ±100 for the full control effect; nearly all actives have a fitted effect of over 55% in size
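Human K18 P301L fragment (15 uM unlabeled plus 0.24 uM Alexa 594-labeled) in 100 mM sodium acetate pH 7 with compound, aggregation induced by 20 uM heparin for 6 hr at 37 C. ThT (30 uM) added for 1 hr, then Alexa 594 FP read.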
ALDH1A1 inh: blocks purified human ALDH1A1 activity; P00352; Purified ALDH1A1, NADH fluorescence, propionaldehyde substrate; Potency, µM (top dose mostly 75.3 µM), without a hit: top-dose activity, negative = inhibition, usual class: inhibitors; hit rate 7.3% among 220,000; AID 1030; active = well fitted inhibition curve with a large enough effect, not every such curve was filed as active; inconclusive = small, poorly fitted or top-dose-only effect, or another doubt; inactive = no such curve, though single readings can be large or run the other way;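 also: plate controls were no enzyme wells and a reference inhibitor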
Target sequence (P00352 whole entry, looked up): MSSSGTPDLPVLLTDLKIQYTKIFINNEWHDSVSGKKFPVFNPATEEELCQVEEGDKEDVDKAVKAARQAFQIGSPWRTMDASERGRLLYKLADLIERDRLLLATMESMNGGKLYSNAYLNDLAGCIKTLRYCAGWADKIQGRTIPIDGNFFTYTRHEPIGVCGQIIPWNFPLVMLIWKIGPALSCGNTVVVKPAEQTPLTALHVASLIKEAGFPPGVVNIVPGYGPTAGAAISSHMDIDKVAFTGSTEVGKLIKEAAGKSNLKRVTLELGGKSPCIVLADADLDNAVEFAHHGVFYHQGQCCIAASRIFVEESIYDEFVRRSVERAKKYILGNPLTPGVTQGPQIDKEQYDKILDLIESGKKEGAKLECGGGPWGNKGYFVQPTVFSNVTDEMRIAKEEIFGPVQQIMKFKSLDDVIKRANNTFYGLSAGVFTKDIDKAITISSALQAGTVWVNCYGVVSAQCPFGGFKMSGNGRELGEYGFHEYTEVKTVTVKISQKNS
SMN2 splice enh: enhancers of SMN2 splice variant expression | HEK293 SMN2-luciferase splicing reporter, luminescence, 30-36 h | Potency, µM (top dose mostly 46.1 µM), for inactives: top-dose activity change, positive = activation, actives largely listed as activators | hit rate 2.8% among 210,000; also: % of control where 0% means no effect; nearly all actives have a fitted effect of over 55% in size
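HEK293 cells carry an SMN2 […]–luciferase reporter in which exon 7 inclusion puts luciferase in frame. Cells were plated 10-12 h before compound addition, then incubated 30-36 h at 37C. ONE-Glo luminescence was read; sodium butyrate at 4.5 mM final served as control.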
Tau fluor cs: counter-screen for tau fibril formation inhibitors; tau K18 P301L Alexa594 fluorescence, heparin fibrillization; Potency, µM (series often up to 57.7 µM), inactives show at the top dose activity change, negative = decrease; hit rate 0.93% among 280,000; AID 1463; also: % is scaled to controls: 0 for no effect and ±100 for the full control effect; nearly all actives have a fitted effect of over 55% in size
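Human tau K18 P301L (15 uM unlabeled, 0.24 uM Alexa 594-labeled) in 100 mM sodium acetate pH 7 with 20 uM heparin, 6 hr at 37 C. ThT 30 uM added, 1 hr ambient; Alexa 594 FP and total fluorescence read at 555/632 nm.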
The depositor's hits bear a star; ? = inconclusive; . = no result given; & = joins results of further samples; [ ] = remark or other dose. Unless noted, calls follow the shape of the dose curve; as a rule, active = well fitted curve in the direction sought with a large enough effect; inconclusive = small, poorly fitted or top-dose-only effect, or another doubt; inactive = no such curve, though single readings can be large; an effect the other way counts as inactive or inconclusive. Potency is read from the fitted curve at half-maximal effect. A portion of the library; count on the stated rates, not on these rows.

compound	HTT ATP protect	HttQ103 aggreg	Tau ThT inhib	JMJD2E inh	Tau FP inhib	ALDH1A1 inh	SMN2 splice enh	Tau fluor cs
CCOC(=O)c1oc2c(c1C)-c1nn(Cc3ccccc3Cl)cc1CC2	.	.	-19%	.	-13%	.	-12%	-21%
CCCCN(CCCC)S(=O)(=O)c1ccc(NC(=O)c2c(-c3ccccc3)noc2C)cc1	.	.	-7%	.	?	.	-8%	?
Cc1ccc(C(C2=C(O)CC(C)(C)CC2=O)C2C(=O)CC(C)(C)CC2=O)s1 (stereo unspecified)	-19%	18%	-18%	-14%	-5%	8.9µM*	2%	-3%
O=C(NC1CCCCCC1)C(=S)NCc1ccccc1	-23%	-5%[9.22 µM]	-15%	-4%	10%	25µM*	25%	-12%
CC1CCN(c2cc(N3CCC(C)CC3)c([N+](=O)[O-])cc2/C=C(\C#N)c2nn(-c3ccccc3)c(N)c2C#N)CC1	1%	-4%	?	9%	?	2%	-11%	-22%
O=C(O)c1ccccc1Sc1ncnc2sc3c(c12)CCC3	-13%	26%	-8%	?	-8%	-3%	-6%	-2%
O=C(COC(=O)C1=COCCO1)Nc1ccc(OC(F)F)cc1	2%	-9%	-2%	13%	6%	-5%	5%	-1%
COc1ccccc1NS(=O)(=O)N(C)C	-7%[10 µM]	2%	1%	7%	3%	-2%	5%	-3%
COc1ccccc1CNC(=O)CCN1C(=O)COc2ccccc21	-6%[0.074 µM]	1%	0%	1%	0%	-1%	-1%	2%
OCCNCCCOc1ccc(Cl)cc1Br	-12%	-4%	-9%	0%	-3%	1%	-78%[inhibitor]	-9%
CCCCc1ccc(NC(=S)NCc2ccc(OC)cc2)cc1	-7%[10 µM]	?	-5%	10%	-7%	5%	-7%	-26%
COc1ccc(OC)c(CN2CCCC(C(=O)N3CCCCC3)C2)c1 (stereo unspecified)	10%	20%	-4%	?	-15%	?	-13%	-6%
CC(=O)/C(=N\Nc1cccc(Cl)c1)Sc1cccc2cccnc12	3%[10 µM]	0%	?	10%	-7%	5%	-5%[1.84 µM]	-18%
CC(C)(C)NC(=O)CN1CCC(NC(=O)C23CC4CC(CC(C4)C2)C3)CC1	-16%	-4%	-5%	0%	-5%	-3%	-26%	2%
Cc1ccc(-c2nnc(SCC(=O)N/N=C/c3ccccc3C(=O)O)n2-c2ccc(Cl)cc2)cc1	2%[10 µM]	10%[9.22 µM]	?	-3%	-3%	.	.	-12%
Cc1c(Cl)cccc1-c1ccc(/C=C(\C#N)c2nc3ccccc3[nH]2)o1	.	.	-16%	.	?	.	-9%	?
CCCC(=O)c1cc2c(cc1NC(=O)c1ccccc1F)OCCO2	-8%	-13%	-1%&5%	?	?	?	-3%	-19%&-18%
Cc1ccnc(SCCn2c(N3CCN(C)CC3)nc3c2c(=O)[nH]c(=O)n3C)n1	-7%	?	-5%	3%	1%	-4%	5%	-7%
Cc1cc(-c2ccccc2)nc(N(C)C)c1S(C)(=O)=O	-40%[inhibitor]	1%	-11%	-9%	7%	-3%	-3%	-11%
Cc1nnc(C)n1/N=C/c1ccc(O)cc1	-17%	16%	-10%	0%	-8%	-5%	21%	-5%
CCOc1cc(S(=O)(=O)NCCc2ccccc2C)c(OCC)cc1-n1cnnn1	-8%[10 µM]	8%	3%	?	11%	?	5%	-3%
CS(=O)(=O)c1ccc2nc(NC(=O)Nc3ccc(Cl)c(Cl)c3)sc2c1	24%[10 µM]	9%	7%	-1%	3%	-4%	-52%[inhibitor]	1%
C=CCNC(=O)/C(C#N)=C/c1ccc(SC)cc1	-10%	26%	-11%	?	10%	?	0%	-3%
O=C1Nc2ccc(Cl)cc2/C1=C/C1CC=CCC1 (stereo unspecified)	.	17%	?	3%	-11%	-13%	-7%	-27%
COc1ccc(C(=O)NCCCOc2cccc(NC(C)=O)c2)cc1	4%[10 µM]	11%[9.22 µM]	-14%	-2%	-4%	.	.	-7%
Cc1onc(-c2ccccc2Cl)c1C(=O)OCC(=O)N1CCCc2ccccc21	-4%[4.97 µM]	-19%	-8%	-26%	-5%	-11%	5%	-15%
COc1ccc(CNC(=O)COC(=O)CCOc2ccccc2)cc1	13%[10 µM]	-8%	-4%	9%	-2%	?	3%	0%
COc1ccc(CCn2c(SCC(=O)Nc3cc(C)on3)nc3ccsc3c2=O)cc1OC	-18%[0.074 µM]	-29%	-12%	-10%	-12%	-10%	0%	-18%
COc1ccccc1-c1cc(C(=O)N2CCCc3ccccc32)no1	-21%	-7%	-17%	-8%	1%	?	4%	-19%
CCC1(CC)Cc2ccccc2C(C2=C(O)CC(C)(C)CC2=O)=N1	.	-9%	-3%	0%	0%	-3%	5%	4%

The listing continues:
| SMILES | HTT ATP protect | HttQ103 aggreg | Tau ThT inhib | JMJD2E inh | Tau FP inhib | ALDH1A1 inh | SMN2 splice enh | Tau fluor cs |
| --- | --- | --- | --- | --- | --- | --- | --- | --- |
| CCc1ccc(C(c2c(C)nn(-c3ccccc3)c2N)c2c(C)nn(-c3ccccc3)c2N)cc1 | 11%[10 µM] | ? | ? | 2% | -2% | ? | -48%[inhibitor] | -10% |
| O=C1NN(c2ccccc2)C(=O)/C1=C/c1ccc(Sc2cccc3ccccc23)o1 | 3%[10 µM] | ? | 13µM* | -4% | ? | -5% | . | 14µM*[quencher] |
| CC(=O)c1nnn(-c2nc(N3CCCC3)nc(N(c3ccccc3)c3ccccc3)n2)c1C | 1% | -12% | -3% | 1% | 5% | 12% | 1% | 10% |
| O=C(CCC(=O)c1cccs1)NCC(=O)Nc1ccc(F)c(F)c1F | 14%[10 µM] | 13% | -2% | -4% | 5% | -9% | -38%[inhibitor] | -2% |
| CCOC(=O)C1CCCN(C2CC(=O)N(c3cccc(C)c3)C2=O)C1 (stereo unspecified) | -17% | 8% | -12% | 1% | 5% | ? | -8% | 3% |
| COc1cc(/C=N/N=C(\N)c2nonc2N)cc(OC)c1O | 2%[10 µM] | -5%[9.22 µM] | ? | -4% | 7% | . | . | -19% |
| COc1ccccc1NC(=S)NC1CCCCC1 | 0%[10 µM] | 2% | 10% | 1% | 1% | 9% | . | 11% |
| COc1ccccc1/C=C/C(=O)NC(=S)NCC1CCCO1 (stereo unspecified) | 20%[10 µM] | 28% | -12% | ? | -9% | ? | 10% | -12% |

A section taken from the entries so far, for reference:
| SMILES | HTT ATP protect | HttQ103 aggreg | Tau ThT inhib | JMJD2E inh | Tau FP inhib | ALDH1A1 inh | SMN2 splice enh | Tau fluor cs |
| --- | --- | --- | --- | --- | --- | --- | --- | --- |
| CCc1ccc(C(c2c(C)nn(-c3ccccc3)c2N)c2c(C)nn(-c3ccccc3)c2N)cc1 | 11%[10 µM] | ? | ? | 2% | -2% | ? | -48%[inhibitor] | -10% |
| O=C1NN(c2ccccc2)C(=O)/C1=C/c1ccc(Sc2cccc3ccccc23)o1 | 3%[10 µM] | ? | 13µM* | -4% | ? | -5% | . | 14µM*[quencher] |
| CC(=O)c1nnn(-c2nc(N3CCCC3)nc(N(c3ccccc3)c3ccccc3)n2)c1C | 1% | -12% | -3% | 1% | 5% | 12% | 1% | 10% |
| O=C(CCC(=O)c1cccs1)NCC(=O)Nc1ccc(F)c(F)c1F | 14%[10 µM] | 13% | -2% | -4% | 5% | -9% | -38%[inhibitor] | -2% |
| CCOC(=O)C1CCCN(C2CC(=O)N(c3cccc(C)c3)C2=O)C1 (stereo unspecified) | -17% | 8% | -12% | 1% | 5% | ? | -8% | 3% |
| COc1cc(/C=N/N=C(\N)c2nonc2N)cc(OC)c1O | 2%[10 µM] | -5%[9.22 µM] | ? | -4% | 7% | . | . | -19% |
| COc1ccccc1NC(=S)NC1CCCCC1 | 0%[10 µM] | 2% | 10% | 1% | 1% | 9% | . | 11% |
| COc1ccccc1/C=C/C(=O)NC(=S)NCC1CCCO1 (stereo unspecified) | 20%[10 µM] | 28% | -12% | ? | -9% | ? | 10% | -12% |

Remaining list, next part
| SMILES | HTT ATP protect | HttQ103 aggreg | Tau ThT inhib | JMJD2E inh | Tau FP inhib | ALDH1A1 inh | SMN2 splice enh | Tau fluor cs |
| --- | --- | --- | --- | --- | --- | --- | --- | --- |
| COc1cc(OC)cc(-c2nn[nH]n2)c1 | . | 18% | -13% | 12% | 3% | -3% | -8% | -14% |
| CO/N=C/C(=N\Nc1ccc(OC)cc1)C(=O)c1ccc(OC)cc1 | -3%[10 µM] | -1% | ? | 8% | -15% | 11% | 15% | ? |
| COc1ccc(CCNC(=O)C2CC(c3ccccc3C(F)(F)F)=NO2)cc1 (stereo unspecified) | 36%[10 µM] | 13%[9.22 µM] | 0% | -7% | -1% | . | . | 0% |
| CNC(=O)CSc1nc(-c2ccccc2)c(-c2ccccc2)[nH]1 | -32% | -9% | -8% | ? | 9% | -9% | 17% | -18% |
| CCOC(=O)C(C)Sc1nc(N)c(NC(=O)c2ccc(OC)c(OC)c2)c(=O)[nH]1 (stereo unspecified) | 19%[10 µM] | -7% | 0% | -5% | -3% | 6% | -8% | -6% |
| O=C(Cn1cnc2ccccc2c1=O)N/N=C/c1ccc(Br)cc1 | 24%[10 µM] | 24%[9.22 µM] | -6% | 12% | -9% | . | . | -18% |
| S=C(NCCc1ccccc1)N/N=C/c1ccc(Cl)cc1 | 10%[10 µM] | 16%[9.22 µM] | 0% | -1% | -10% | . | . | ? |
| Cc1cc(N2CC(C)OC(C)C2)n2cc(-c3ccccc3)nc2n1 (stereo unspecified) | 0%[10 µM] | -11% | 1% | ? | 4% | ? | -6% | 5% |
| O=C(CSc1nnc(Nc2ccccc2)s1)Nc1ccc(S(=O)(=O)N2CCOCC2)cc1 | 1% | -11% | -3% | -10% | 0% | 2% | -23% | ? |
| COC(=O)c1ccccc1N=C(SC)N(C)C | 16% | -8% | -5% | ? | 11% | ? | -12% | 8% |
